Compound activity as filed in PubChem.
GAA glycogen mod: qHTS Assay for Inhibitors and Activators of Human alpha-Glucosidase Cleavage of Glycogen | Potency, µM (highest dose often 76.4 µM), without a hit: top-dose activity change, negative = inhibition, hits mostly inhibitors | 0.38% of 300,000 active | recombinant GAA, glycogen substrate, Amplex Red glucose oxidase fluorescence;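 note: 0% = full enzyme reaction and -100% = no-enzyme basal signal; the screen sought inhibitors and activators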
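Recombinant enzyme (4 nM final) with compounds titrated up to 77 uM and bovine liver glycogen (30 ug) in citrate pH 5.0, 0.01% Tween-20, 37 C 40 min. Released glucose detected by Amplex Red/glucose oxidase (Ex 573/Em 610); AC50 from Hill fits.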
GLA spleen mod: qHTS Assay for Inhibitors and Activators of Human alpha-Galactosidase From Spleen Homogenate; human spleen homogenate, 4MU-alpha-Gal fluorescence, 40 min; Potency, µM (doses to about 80 µM), without a hit: at the top dose activity change, negative = inhibition, hits mostly inhibitors; 0.008% of 240,000 active; Alpha-galactosidase A (Homo sapiens), P06280;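 note: 0% = enzyme with vehicle and -100% = no enzyme basal signal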
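Fluorogenic readout (Ex 365/Em 440 nm) of 4-methylumbelliferone released from 1 mM 4-MU-alpha-galactoside by spleen homogenate, 40 min at 37C, pH 5.0. Data normalized to no-enzyme and enzyme controls; Hill-equation AC50 from compound titrations.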
GoLoco inh red: qHTS Assay for Inhibitors of RGS12 GoLoco Motif Activity (Red Fluorophore) | 0.44% of 230,000 active | Guanine nucleotide-binding protein G(i) subunit alpha-1 (Homo sapiens), P63096 | Potency, µM (highest dose often 61.6 µM), for inactives: at the top dose activity, negative = inhibition, usual class: inhibitors | Gai1:RGS12 GoLoco peptide FP, rhodamine, 10 min | AID 880, 2007; active = well fitted inhibition curve with a large enough effect, not every such curve was filed as active; inactive = no such curve, though single readings can be large or run the other way; note: % is set by controls: 0 for no effect and ±100 for the full control effect; nearly all actives have a fitted effect of over 30% in size; many of its hits are not listed in these tables
Target sequence (P63096 whole entry, looked up): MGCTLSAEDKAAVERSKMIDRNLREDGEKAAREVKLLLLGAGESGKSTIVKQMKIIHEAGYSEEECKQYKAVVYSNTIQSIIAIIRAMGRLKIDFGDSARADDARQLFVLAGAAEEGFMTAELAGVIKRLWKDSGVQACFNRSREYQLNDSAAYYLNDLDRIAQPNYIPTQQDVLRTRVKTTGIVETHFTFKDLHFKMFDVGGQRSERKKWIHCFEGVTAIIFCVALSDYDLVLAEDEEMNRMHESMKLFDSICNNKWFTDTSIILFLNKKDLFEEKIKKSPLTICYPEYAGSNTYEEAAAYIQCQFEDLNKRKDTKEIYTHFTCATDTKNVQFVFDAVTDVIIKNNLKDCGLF
SMN2 splice enh: qHTS Assay for Enhancers of SMN2 Splice Variant Expression; 2.8% of 210,000 active; HEK293 SMN2-luciferase splicing reporter, luminescence, 30-36 h; Potency, µM (doses to about 46.1 µM), without a hit: top-dose activity change, positive = activation, hits mostly activators; note: % of control where 0% means no effect; nearly all actives have a fitted effect of over 55% in size
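HEK293 cells carry an SMN2 minigene-luciferase reporter in which exon 7 inclusion puts luciferase in frame. Cells were seeded at 2000 cells/well, attached for 10-12 hours, then exposed to compounds for 30-36 hours at 37C before ONE-Glo luminescence.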
ALDH1A1 inh: qHTS Assay for Inhibitors of Aldehyde Dehydrogenase 1 (ALDH1A1) | Purified ALDH1A1, NADH fluorescence, propionaldehyde substrate | 7.3% of 220,000 active | Potency, µM (doses to about 75.3 µM), for the others: top-dose activity, negative = inhibition, actives largely listed as inhibitors | Aldehyde dehydrogenase 1A1 (Homo sapiens), P00352; active = well fitted inhibition curve with a large enough effect, not every such curve was filed as active; inconclusive = small, poorly fitted or top-dose-only effect, or another doubt; inactive = no such curve, though single readings can be large or run the other way;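 note: plate controls were no enzyme wells and a reference inhibitor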
Target sequence (P00352 whole entry, looked up): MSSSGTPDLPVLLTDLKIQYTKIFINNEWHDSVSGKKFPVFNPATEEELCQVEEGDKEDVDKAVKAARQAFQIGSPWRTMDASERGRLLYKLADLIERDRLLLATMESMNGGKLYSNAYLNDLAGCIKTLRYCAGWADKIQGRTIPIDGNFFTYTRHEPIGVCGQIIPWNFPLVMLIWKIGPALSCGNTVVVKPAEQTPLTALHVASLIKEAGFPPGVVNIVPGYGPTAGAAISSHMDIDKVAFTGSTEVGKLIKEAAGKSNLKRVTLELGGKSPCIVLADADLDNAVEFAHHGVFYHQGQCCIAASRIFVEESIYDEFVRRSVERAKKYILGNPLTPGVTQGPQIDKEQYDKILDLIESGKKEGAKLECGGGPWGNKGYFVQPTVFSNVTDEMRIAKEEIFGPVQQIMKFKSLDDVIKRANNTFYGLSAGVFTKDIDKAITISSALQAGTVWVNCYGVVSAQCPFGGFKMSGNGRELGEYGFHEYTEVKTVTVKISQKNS
JMJD2E inh: qHTS Assay for Inhibitors of Human Jumonji Domain Containing 2E (JMJD2E). 1.6% of 230,000 active. Potency, µM (titrated, usually from 57.1 µM), for the others: at the top dose activity change, negative = inhibition, most hits filed as inhibitors. JMJD2E catalytic domain, FDH-coupled NADH fluorescence (FDH is formaldehyde dehydrogenase). Lysine-specific demethylase 4E (Homo sapiens), B2RXH2; active = well fitted inhibition curve with a large enough effect, not every such curve was filed as active; inconclusive = small, poorly fitted or top-dose-only effect, or another doubt; inactive = no such curve, though single readings can be large or run the other way;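 note: 0% = wells with enzyme and -100% = buffer wells without enzyme; nearly all actives have a fitted effect of over 50% in size; many of its hits are not listed in these tables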
GAA spleen mod: qHTS Assay for Inhibitors and Activators of Human alpha-Glucosidase From Spleen Homogenate; Lysosomal alpha-glucosidase (Homo sapiens), P10253; human spleen homogenate, 4-MU-alpha-glucoside fluorescence; Potency, µM (titrated, usually from 79.9 µM), inactives show at the highest dose activity change, negative = inhibition, actives largely listed as inhibitors; 0.006% of 240,000 active;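 note: 0% = enzyme with vehicle and -100% = no enzyme basal signal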
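Human spleen homogenate (1 ug) with 4-methylumbelliferyl-alpha-D-glucopyranoside (1 mM final) in 50 mM citrate/phosphate pH 5.0, 0.01% Tween-20; 40 min at 37 C. Stopped at pH 10; 4-MU fluorescence Ex 365/Em 440 nm; AC50 by Hill fit.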
GAA inhib: qHTS Assay for Inhibitors of Human alpha-Glucosidase as a Potential Chaperone Treatment of Pompe Disease. Lysosomal alpha-glucosidase (Homo sapiens), P10253. purified human GAA, 4-MU-alpha-glucoside fluorescence. Potency, µM (series often up to 76.9 µM), without a hit: top-dose activity change, negative = inhibition, most hits filed as inhibitors. 0.005% of 200,000 active. AID 1466, 2008;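 note: plate controls were uninhibited enzyme wells for no effect and no-enzyme background for full effect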
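Endpoint fluorogenic read: 20 min room-temperature reaction of 4 nM human alpha-glucosidase with 400 uM 4-methylumbelliferyl-alpha-D-pyranoside, pH 5.0, quenched with 1M NaOH/1M glycine pH 10. AC50 from Hill modeling.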
Starred values were filed as active, the others as inactive; [ ] = dose if it differs, or a comment. Unless noted, calls come from the whole dose curve; as a rule, active = well fitted curve in the direction sought with a large enough effect; inconclusive = small, poorly fitted or top-dose-only effect, or another doubt; inactive = no such curve, though single readings can be large; an effect the other way counts as inactive or inconclusive. Potency is the fitted concentration of half-maximal effect. The list is partial; count on the stated rates, not on these rows.

Results for O=C(/C=C/Sc1ccccc1)c1ccc(Cl)cc1 ?
GAA glycogen mod: 5%; GLA spleen mod: 0%; GoLoco inh red: -2%; SMN2 splice enh: 8%; ALDH1A1 inh: inconclusive; JMJD2E inh: -3%; GAA spleen mod: -5%; GAA inhib: -17%

Results for CCCn1c(=O)c2ccccc2n2c(SCc3cc(=O)oc4ccc5ccccc5c34)nnc12 ?
GAA glycogen mod: -7%; GLA spleen mod: 10%; GoLoco inh red: 10%; SMN2 splice enh: -3%; ALDH1A1 inh: inconclusive; JMJD2E inh: inconclusive; GAA spleen mod: 1%; GAA inhib: 11%

Results for CC(=O)c1c(C)n([O-])c2cc(C)ccc2[n+]1=O ?
GAA glycogen mod: -1%; GLA spleen mod: 8%; GoLoco inh red: 4%; SMN2 splice enh: -13%; ALDH1A1 inh: inconclusive; JMJD2E inh: inconclusive; GAA spleen mod: 0%; GAA inhib: 1%

What do the screens show for `CCOCCn1c(CN2CCC(C)CC2)nc2c1c(=O)n(C)c(=O)n2C`?
GAA glycogen mod: 7%; GLA spleen mod: 8%; GoLoco inh red: 5%; SMN2 splice enh: -20%; ALDH1A1 inh: -17%; JMJD2E inh: -5%; GAA spleen mod: 7%; GAA inhib: 1%

What do the screens show for `CSc1ncc(Cl)c(C(=O)Nc2cccc3ccccc23)n1`?
GAA glycogen mod: 20%; GLA spleen mod: -2%; GoLoco inh red: 6%; SMN2 splice enh: -2%; ALDH1A1 inh: 1%; JMJD2E inh: -1%; GAA spleen mod: -11%; GAA inhib: -1%

What do the screens show for `CC(C)c1nc2oc3c(NCCO)ncnc3c2c2c1COC(C)(C)C2`?
GAA glycogen mod: 2%; GLA spleen mod: -3%; GoLoco inh red: 7%; JMJD2E inh: inconclusive; GAA spleen mod: -1%

Results for COc1ccc(CN2C(=O)N(c3ccc(OC)cc3)C(=O)C2CC(=O)Nc2ccccc2)cc1 (stereo unspecified) ?
GAA glycogen mod: -1%; GLA spleen mod: 7%; GoLoco inh red: 5%; SMN2 splice enh: 15%; ALDH1A1 inh: 7%; JMJD2E inh: 3%; GAA spleen mod: 6%; GAA inhib: inconclusive

Results for O=C(NS(=O)(=O)Oc1ccc(Cl)cc1)OC[C@@H]1CCCN2CCCC[C@H]12 ?
GAA glycogen mod: 0%; GLA spleen mod: 4%; GoLoco inh red: 14%; SMN2 splice enh: inconclusive; ALDH1A1 inh: 10%; JMJD2E inh: 5%; GAA spleen mod: 3%; GAA inhib: 5%

How did COCCCNC(=O)c1ccc(C(=O)NCCCOC)cc1 do in these assays?
GAA glycogen mod: 8%; GLA spleen mod: -6%; GoLoco inh red: 2%; SMN2 splice enh: 0%; ALDH1A1 inh: 20%; JMJD2E inh: -1%; GAA spleen mod: 3%; GAA inhib: -2%

What do the screens show for `CCOc1ccc(-n2c(SCC(=O)NC(C)CC)nc3n[nH]c(C)c3c2=N)cc1` (stereo unspecified)?
GAA glycogen mod: 6%; GLA spleen mod: -11%; ALDH1A1 inh: inconclusive; JMJD2E inh: 2%; GAA spleen mod: -7%; GAA inhib: -16%

How did CC[C@H](/C=C/[C@@H](C)[C@H]1CC[C@H]2C3CC=C4C[C@@H](O)CC[C@]4(C)C3CC[C@]12C)C(C)C (stereo partly specified) do in these assays?
GLA spleen mod: 4%; GoLoco inh red: 1%; ALDH1A1 inh: 11%; JMJD2E inh: -1%; GAA spleen mod: 0%

What do the screens show for `Brc1ccc2ncnc(NCc3ccccc3)c2c1`?
GAA glycogen mod: 1%; GLA spleen mod: -3%; GoLoco inh red: -2%; SMN2 splice enh: -76%[inhibitor]; ALDH1A1 inh: -12%; JMJD2E inh: 0%; GAA spleen mod: -4%; GAA inhib: -5%

Results for Cc1ccc(-n2c(C)cc(-c3csc(N)n3)c2C)cc1 ?
GAA glycogen mod: -1%; GLA spleen mod: -1%; GoLoco inh red: 101%[activator]; SMN2 splice enh: 0%; ALDH1A1 inh: -2%; JMJD2E inh: 1%; GAA spleen mod: -9%; GAA inhib: 1%

What do the screens show for `CC(=O)Cc1nsc(NC(=O)c2ccc(-c3cc(Cl)ccc3Cl)o2)n1`?
GAA glycogen mod: 5%; GLA spleen mod: -8%; GoLoco inh red: 13%; SMN2 splice enh: -14%; ALDH1A1 inh: inconclusive; JMJD2E inh: inconclusive; GAA inhib: -9%

Results for O=S(=O)(c1ccccc1)N1c2cc(Cl)ccc2Oc2nc3ccccc3nc21 ?
GAA glycogen mod: -2%; GLA spleen mod: 0%; GoLoco inh red: 13%; SMN2 splice enh: inconclusive; ALDH1A1 inh: inconclusive; JMJD2E inh: -5%; GAA spleen mod: 2%; GAA inhib: 4%

What do the screens show for `O=C(NNC(=O)c1cccs1)c1ccc(Br)o1`?
GAA glycogen mod: -2%; GLA spleen mod: 0%; GoLoco inh red: -1%; SMN2 splice enh: 6%; ALDH1A1 inh: 4%; JMJD2E inh: 4%; GAA spleen mod: 1%; GAA inhib: 4%

Results for O=C(COc1ccc(Cl)cc1Cl)Nc1nc2n(n1)C(c1ccccc1)CC(=O)N2 (stereo unspecified) ?
GAA glycogen mod: 1%; GLA spleen mod: -10%; GoLoco inh red: 9%; SMN2 splice enh: 1%; ALDH1A1 inh: inconclusive; JMJD2E inh: -68%; GAA spleen mod: 4%; GAA inhib: -3%

How did Cc1cc(C)c(NC(=O)CN2C(=O)NC3(CCCCC3)C2=O)c(C)c1 do in these assays?
GAA glycogen mod: 2%; GLA spleen mod: 1%; GoLoco inh red: -4%; SMN2 splice enh: 19%; ALDH1A1 inh: 5%; JMJD2E inh: 2%; GAA spleen mod: -6%; GAA inhib: 7%

What do the screens show for `CC(C)C(=O)Nc1ccc(C(=O)NNC(=S)NC(=O)c2cccs2)cc1`?
GAA glycogen mod: -1%; GLA spleen mod: 1%; GoLoco inh red: 4%; SMN2 splice enh: -3%; ALDH1A1 inh: -7%; JMJD2E inh: -58%; GAA spleen mod: -7%; GAA inhib: 0%

Results for Cc1ccc(CN2CC(C(=O)Nc3nnc(SCc4c(Cl)cccc4Cl)s3)CC2=O)cc1 (stereo unspecified) ?
GAA glycogen mod: 12%; GLA spleen mod: 4%; ALDH1A1 inh: inconclusive; JMJD2E inh: -3%; GAA spleen mod: 4%; GAA inhib: -13%

Results for COc1ccc(C2N3CC4(C)CN2CC(C)(C3)C4O)cc1OC (stereo unspecified) ?
GAA glycogen mod: 5%; GLA spleen mod: 4%; GoLoco inh red: -4%; SMN2 splice enh: 0%; ALDH1A1 inh: 0%; JMJD2E inh: -7%; GAA spleen mod: 1%; GAA inhib: 3%

How did CCCNC(=O)[C@H](C)NC(=O)c1ccc(Br)cc1 do in these assays?
GAA glycogen mod: -1%; GLA spleen mod: 0%; GoLoco inh red: 4%; SMN2 splice enh: 13%; ALDH1A1 inh: 4%; JMJD2E inh: 9%; GAA spleen mod: 3%; GAA inhib: 8%

How did Cc1cccc(NC(=O)C2CCN(S(=O)(=O)c3cccc4nsnc34)CC2)n1 do in these assays?
GAA glycogen mod: -6%; GLA spleen mod: 3%; GoLoco inh red: 8%; SMN2 splice enh: -11%; ALDH1A1 inh: 2%; JMJD2E inh: -11%; GAA spleen mod: -8%; GAA inhib: -2%

Results for COc1cc(C(=O)OCC(C)=O)ccc1OCc1c(C)noc1C ?
GAA glycogen mod: 4%; GLA spleen mod: 0%; GoLoco inh red: 2%; SMN2 splice enh: 4%; ALDH1A1 inh: 14%; JMJD2E inh: -3%; GAA spleen mod: 2%; GAA inhib: 5%

How did O=C(CN1CCN(CC(=O)Nc2ccccc2Cl)CC1)Nc1ccc2c(c1)OCCO2 do in these assays?
GAA glycogen mod: 5%; GLA spleen mod: -9%; GoLoco inh red: 4%; SMN2 splice enh: -7%; ALDH1A1 inh: 7.9µM*; JMJD2E inh: 4%; GAA spleen mod: -8%; GAA inhib: inconclusive

Results for O=C(c1cccc(F)c1)N1CCC[C@@]2(CCN(c3cccc(-c4ccccc4)c3)C2)C1 ?
GLA spleen mod: 5%; GoLoco inh red: 9%; SMN2 splice enh: -47%[inhibitor]; ALDH1A1 inh: inconclusive; GAA spleen mod: -15%

What do the screens show for `Cc1ccc(-n2ncc3c(=O)n(-c4ccc(C)c(C)c4)c(-c4ccco4)nc32)cc1`?
GAA glycogen mod: 4%; GLA spleen mod: 4%; GoLoco inh red: 41%[activator]; SMN2 splice enh: -24%; ALDH1A1 inh: 25µM*; JMJD2E inh: inconclusive; GAA spleen mod: 7%; GAA inhib: inconclusive

Results for Clc1ccccc1-c1nccc(NCc2cccs2)n1 ?
GLA spleen mod: -3%; GoLoco inh red: 12%; ALDH1A1 inh: 14µM*; GAA spleen mod: 8%

Results for CC(=O)c1ccc(OCCOc2ccc(Cl)c3cccnc23)cc1 ?
GAA glycogen mod: 12%; GLA spleen mod: 0%; GoLoco inh red: 9%; SMN2 splice enh: -55%[inhibitor]; ALDH1A1 inh: 5%; JMJD2E inh: -3%; GAA spleen mod: 7%; GAA inhib: 3%

What do the screens show for `Cc1cc(C)cc(NC(=O)c2cc(C)n(Cc3cccs3)c2C)c1`?
GAA glycogen mod: 5%; GLA spleen mod: -10%; GoLoco inh red: 15%; ALDH1A1 inh: 1%; JMJD2E inh: 5%; GAA spleen mod: -3%; GAA inhib: 1%
